Screening data: PubChem, several laboratories
LAP4-GFP MLPCN: modulators of LAP4-GFP expression in yeast, primary screen, S. cerevisiae, multiplex flow cytometry, MLPCN library; 320,000 compounds, 0.34% hits; 3 h; median GFP as percent of DMSO wells; AID 2023, 2009; GFP response vs DMSO, % at 10 µM;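 active = GFP response vs DMSO above a set limit, about the screen mean plus 3 SD, cut at about 150% in these data; inconclusive = under 70 cell events counted for the yeast strain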
RPL19A TOR yeast: RPL19A-GFP expression modulators in yeast, primary screen, cell-based, S. cerevisiae, multiplex flow cytometry, MLPCN; S. cerevisiae RPL19A-GFP strain, 3 h; hits give low values; percent response vs DMSO, % at 10 µM; 330,000 compounds, 0.3% hits; AID 2025, 2009;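 active = percent response vs DMSO below 50%; inconclusive = fewer than 70 events counted for the yeast strain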;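 also: median channel GFP fluorescence of the barcoded RPL19A-GFP strain; ratio of sample median GFP to plate DMSO average so 100% = DMSO; lower means less RPL19A-GFP as with rapamycin TOR inhibition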
CIT2-GFP yeast: modulators of CIT2-GFP expression in yeast, primary screen, S. cerevisiae, GFP fusion, multiplex flow cytometry, MLPCN library | S. cerevisiae CIT2-GFP strain, 3 h; 100 means same as DMSO wells | GFP response vs DMSO, % at 10 µM | 320,000 compounds, 0.065% hits | AID 2029, 2009;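 active = GFP response relative to DMSO above a set limit, near the screen mean plus 3 SD, cut at about 150% in these data; inconclusive = Fewer than 70 cells measured for a yeast strain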;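 also: ratio of well median GFP fluorescence to mean of DMSO wells on the plate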
MEP2 TOR yeast: modulators of MEP2-GFP levels in yeast, primary screen, S. cerevisiae, multiplex flow cytometry, MLPCN library. S. cerevisiae MEP2-GFP strain, 3 h; 100% = DMSO control level. GFP response vs DMSO, % at 10 µM. 330,000 compounds, 0.51% hits. AID 2016, 2009;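 active = GFP response versus DMSO above a set limit, roughly screen mean plus 3 SD, cut at about 180% in these data; inconclusive = fewer than 70 cells counted for a yeast strain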;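 also: median GFP fluorescence of the barcode-gated MEP2-GFP cells per well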
proCasp3 act: activators of human procaspase-3 D3A mutant, primary screen, biochemical, absorbance, PC-3 D3A mutant, single concentration | recombinant procaspase-3 D3A, Ac-DEVD-pNA absorbance 405 nm | activation, % at 8.5 µM | 330,000 compounds, 0.11% hits | Caspase-3 (Homo sapiens), P42574;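 active = activation above the mean of all tested compounds plus 3 SD, cut at about 21% in these data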;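 also: 0% = DMSO alone and 100% = DMSO wells spiked with extra 5 µM PC-3 D3A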
Target sequence (P42574 whole entry D9A/D28A/D175A): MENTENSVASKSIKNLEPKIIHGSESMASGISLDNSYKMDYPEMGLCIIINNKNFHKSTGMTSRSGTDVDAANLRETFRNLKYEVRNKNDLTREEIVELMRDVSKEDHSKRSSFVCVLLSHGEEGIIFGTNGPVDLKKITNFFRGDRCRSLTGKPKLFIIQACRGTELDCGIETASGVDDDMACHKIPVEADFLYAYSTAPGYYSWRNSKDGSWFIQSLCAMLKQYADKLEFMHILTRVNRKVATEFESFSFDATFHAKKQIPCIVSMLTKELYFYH
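Technique: 405 nm absorbance of p-nitroaniline, reads at 0 and 120 min; Test system: Procaspase-3 D3A mutant; Incubation: 1 h enzyme-compound preincubation, then 2 h substrate reaction, 25 °C; Repeats: singlicate, each compound tested once; Benchmarks: low control DMSO wells, high control DMSO plus 5 µM PC-3 D3A.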
AGP1 TOR yeast: modulators of AGP1-GFP expression in yeast TOR pathway, primary screen, cell-based, multiplex flow cytometry, S. cerevisiae, MLPCN library. 3 h; GFP as percent of DMSO wells. GFP response vs DMSO, % at 10 µM. 320,000 compounds, 0.02% hits. AID 2066, 2009;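 active = GFP response relative to DMSO above a set limit, near screen average plus 3 SD, cut at about 150% in these data; inconclusive = fewer than 70 cells counted for the yeast strain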;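 also: median GFP channel fluorescence of the gated AGP1 strain per well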
procasp7 counter: procaspase-7 activators, primary screen, counter-screen for procaspase-3 activator project, biochemical, absorbance, HTS, human. Caspase-7 (Homo sapiens), P55210. recombinant procaspase-7, Ac-DEVD-pNA absorbance 405 nm; D23A/D198A/D206A triple mutant, cannot self-cleave; scale: DMSO 0, 5 µM enzyme 100. activation, % at 8.5 µM. 330,000 compounds, 0.093% hits;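 active = percent activation above the screen-wide mean plus 3 SD, cut at about 25% in these data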
Target sequence (P55210 whole entry D23A/D198A/D206A): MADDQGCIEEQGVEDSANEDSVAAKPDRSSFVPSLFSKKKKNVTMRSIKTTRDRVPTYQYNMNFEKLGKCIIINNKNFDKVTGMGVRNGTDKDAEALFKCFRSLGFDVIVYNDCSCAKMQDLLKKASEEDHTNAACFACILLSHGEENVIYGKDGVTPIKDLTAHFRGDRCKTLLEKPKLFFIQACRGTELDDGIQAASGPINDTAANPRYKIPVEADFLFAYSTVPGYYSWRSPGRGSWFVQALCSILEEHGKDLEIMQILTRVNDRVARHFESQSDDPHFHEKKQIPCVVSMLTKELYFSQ
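Test system: Procaspase-7 triple mutant (PC-7 D3A). Also added: Ac-DEVD-pNA substrate, 400 µM as added. Schedule: 1 h enzyme–compound preincubation and 2 h substrate reaction, both 25 °C. Signal: p-Nitroaniline absorbance at 405 nm, read at 0 and 120 min. Control set: low DMSO alone, high DMSO plus 5 µM PC-7.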
AHR act: AHR activators, primary screen, cell-based, luminescence, luciferase reporter, human. Aryl hydrocarbon receptor (Homo sapiens), P35869. AHR-responsive luciferase reporter cells. activation, % at 5 µM. 320,000 compounds, 2.5% hits; in the data active = activation above about 47%;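 also: 0% = vehicle wells and 100% = reference agonist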
* marks the source's active call; other numbers are inactive results; ? = inconclusive; . = no result given; [ ] = remark or other dose. Rows are unselected; any-hit rate near 3.5%.

Screens by letter – A = LAP4-GFP MLPCN; B = RPL19A TOR yeast; C = CIT2-GFP yeast; D = MEP2 TOR yeast; E = proCasp3 act; F = AGP1 TOR yeast; G = procasp7 counter; H = AHR act
COc1ccccc1NC(=O)CSc1nc(=O)n(Cc2ccncc2)c2c1CCCC2
  A: 116	B: 100	C: 103	D: 95	E: 1	F: 108	G: 2	H: 10

CC(=O)Oc1ccc(C(=O)O)cc1OC(C)=O
  A: 79	B: 117	C: 88	D: 103	E: 4	F: 94	G: -3	H: 0

CCN(C(=O)COc1ccc(C)cc1OC)c1cccc2ccccc12
  A: 87	B: 98	C: 114	D: 103	E: 4	F: 101	G: 10	H: 5

CC(=O)Nc1ccc(C(=O)CSc2nnc(Cn3nnc4ccccc43)n2C)cc1
  A: 95	B: 97	C: 95	D: 95	E: 8	F: 97	G: 4	H: 0

COCCNC(=O)c1cc(-c2ccccc2)n(CC2CC(c3ccc(OC)cc3)=NO2)n1 (stereo unspecified)
  A: 144	B: 101	C: 109	D: 94	E: 1	F: 90	G: -12	H: 1

COc1cccc(CN2CCc3ccc(NC(=O)CCc4ccc(C)cc4)cc3C2)c1O
  A: 84	B: 97	C: 98	D: 95	E: 1	F: 90	G: 3	H: -1

Cc1cc2nc(-c3ccccc3)cc(=O)n2[nH]1
  A: 113	B: 101	C: 105	D: 112	E: 23*	F: 108	G: 3	H: 3

O=C(O)CSc1nc2ccccc2s1
  A: 108	B: 100	C: 86	D: 98	E: 4	F: 101	G: 0	H: 1

COc1ccccc1N(CC(=O)N1CCN(c2ccc(F)cc2)CC1)S(=O)(=O)c1ccc(C)cc1
  A: 101	B: 107	C: 103	D: 114	E: -3	F: 106	G: -7	H: 1

C/C(=N\O)C1CC(CC(=O)O)C1(C)C (stereo unspecified)
  A: 97	B: 110	C: 109	D: 106	E: 1	F: 112	G: -11	H: 9

COC(=O)C(CSCc1ccccc1)NC(=O)CSc1nc(N)cc(=O)[nH]1 (stereo unspecified)
  A: 100	B: 98	C: 100	D: 104	E: -4	F: 102	G: 0	H: 4

CC(C)C[C@H](NC(=O)N1CCn2c1nc1ccccc12)C(=O)NC1CC1
  A: 91	B: 101	C: 98	D: 96	E: 1	F: 99	G: 5	H: 5

COc1ccc2oc(C(=O)OCC(=O)N3CCCCC3)c(C)c2c1
  A: 112	B: 102	C: 105	D: 101	E: 3	F: 103	G: 0	H: 3

CCn1c(O)c(C(C#N)=C2N=c3ccccc3=N2)c2ccccc21
  A: 99	B: 106	C: 114	D: 109	E: 15	F: 111	G: -1	H: 17

O=C(COc1ccc(Br)cc1)N(Cc1ccccc1)c1ccccn1
  A: 86	B: 104	C: 99	D: 93	E: -3	F: 100	G: -5	H: 1

Cc1cc(OCC(=O)Nc2ccc(OCc3ccccc3)cc2)nc(C(C)C)n1
  A: 100	B: 97	C: 104	D: 100	E: -5	F: 104	G: 4	H: 2

Cc1ccc(OCC(=O)NCCNC(=O)c2ccco2)cc1
  A: 99	B: 105	C: 107	D: 111	E: 5	F: 100	G: -5	H: 1

COCCn1c(SCC(=O)Nc2ccccc2C)nc2c(oc3ccccc32)c1=O
  A: 94	B: 108	C: 101	D: 104	E: 3	F: 101	G: 5	H: 6

COC(=O)c1ccccc1-c1ccc(/C=C2\C(=O)N(c3ccccc3)N=C2c2ccccc2)o1
  A: 95	B: 100	C: 103	D: 102	E: -4	F: 104	G: -4	H: -1

Cc1ccc(S(=O)(=O)N(C)CCCC(=O)Nc2cccc3ccccc23)cc1
  A: 95	B: 95	C: 89	D: 95	E: -6	F: 91	G: -2	H: 3

CCc1nnc(NS(=O)(=O)c2ccc(N=Cc3c(C)[nH]n(-c4cccc(Cl)c4)c3=O)cc2)s1
  A: 105	B: 106	C: 108	D: 102	E: -16	F: 108	G: -6	H: 8

CC1=C(C#N)C(NC(=O)c2ccc(Cl)cc2)(C(F)(F)F)C(=O)N1 (stereo unspecified)
  A: 95	B: 100	C: 95	D: 104	E: -2	F: 101	G: 4	H: -2

CCCCNC(=O)c1sc2nc(C)cc(COC)c2c1-n1cccc1
  A: 110	B: 103	C: 103	D: 105	E: 4	F: 103	G: 12	H: 3

O=C(Cc1c[nH]c2ccccc12)N1CCN(S(=O)(=O)c2cccc(Cl)c2Cl)CC1
  A: 103	B: 103	C: 99	D: 102	E: 4	F: 98	G: 11	H: 14

Cc1cc(C)c(NS(=O)(=O)c2ccc3c(c2)n(C)c(=O)n3C)c(C)c1
  A: 99	B: 103	C: 97	D: 107	E: 0	F: 99	G: -1	H: 4

CCC(Oc1ccccc1OC)C(=O)Nc1ccc2c(c1)n(C)c(=O)n2C (stereo unspecified)
  A: 96	B: 99	C: 99	D: 98	E: 3	F: 102	G: 12	H: 9

CCn1c(N)c(C(=O)NCCOC)sc1=S
  A: 100	B: 95	C: 99	D: 103	E: -13	F: 97	G: 1	H: 2

O=C(CCNS(=O)(=O)c1ccc(Cl)cc1)NCc1cccs1
  A: 94	B: 99	C: 94	D: 99	E: -3	F: 95	G: 9	H: 3

O=C(CSc1nnc(-c2ccccc2F)o1)OCc1ccccc1
  A: 112	B: 98	C: 90	D: 99	E: 3	F: 92	G: 2	H: -2

CCn1cc(C(=O)Nc2ccc(C)cc2[N+](=O)[O-])c(C)n1
  A: 109	B: 94	C: 101	D: 95	E: -5	F: 101	G: -2	H: -4

COc1cccc(NC(=O)CN(c2ccc(C)cc2)S(=O)(=O)c2c(C)nn(C)c2C)c1
  A: 93	B: 98	C: 93	D: 95	E: 1	F: 93	G: -1	H: 6

O=C1CC(N2CCC(c3nc4ccccc4s3)CC2)C(=O)N1 (stereo unspecified)
  A: 92	B: 96	C: 91	D: 90	E: -38	F: 102	G: -30	H: 10

Fc1cccc(CSc2ncnc3c2oc2ccccc23)c1
  A: 109	B: 97	C: 93	D: 105	E: 0	F: 97	G: 14	H: -1

Cc1ccc(C)c(NC(=O)CSc2nc3ccccc3nc2N2CCOCC2)c1
  A: 116	B: 106	C: 118	D: 98	E: -4	F: 109	G: 6	H: 3

CSc1ccc(CNC(=O)C2CCC(=O)N(CCc3cccc(F)c3)C2)cc1 (stereo unspecified)
  A: 92	B: 101	C: 107	D: 105	E: 6	F: 99	G: 6	H: 4

CCOc1ccc(-n2ccnc2SCC(=O)N2CCCc3ccccc32)cc1
  A: 104	B: 99	C: 89	D: 94	E: 0	F: 99	G: -4	H: 11

Cc1c(C(=O)NCc2ccccc2CN2CCCC2)oc2ccc(F)cc12
  A: 99	B: 95	C: 93	D: 101	E: 5	F: 97	G: -2	H: 124*

O=C(CCCCCn1c(=S)[nH]c2ccc(N3CCOCC3)cc2c1=O)NCc1ccccc1
  A: 97	B: 101	C: 105	D: 106	E: -2	F: 102	G: 7	H: 0

Cc1ccccc1NC(=O)c1ccc(-c2ccc(Cl)cc2Cl)o1
  A: 104	B: 95	C: 83	D: 92	E: -4	F: 85	G: 7	H: 5

Cn1c(=O)oc2cc(S(=O)(=O)NCCC(=O)Nc3ccc4c(c3)OCCO4)ccc21
  A: 96	B: .	C: 104	D: 101	E: 11	F: 105	G: 4	H: 1

CCCn1c(SCC(=O)NCC2CCCO2)nc2c1c(=O)n(C)c(=O)n2C (stereo unspecified)
  A: 96	B: 104	C: 109	D: 103	E: -1	F: 95	G: -11	H: 1

O=C1/C(=C/c2cccc(F)c2)Oc2cc(O)ccc21
  A: 95	B: 107	C: 93	D: 102	E: -7	F: 87	G: 7	H: 0

O=C(NC1CCN(C(=O)Nc2ccc(F)cc2)CC1)c1cccc(F)c1
  A: 59[may fluoresce violet]	B: 30*[may fluoresce violet]	C: ?	D: 200*[may fluoresce violet]	E: 0	F: ?	G: -3	H: 0

O=C(NCCc1csc(-c2ccccc2)n1)c1ccc(Br)o1
  A: 123	B: 105	C: 107	D: 97	E: -6	F: 102	G: 7	H: 19

OC1(c2cccc(F)c2)CCN(Cc2ccncc2)CC1
  A: 88	B: 95	C: .	D: 101	E: 12	F: 94	G: 2	H: 2

CC(C)c1ccc(CNC(=O)CSCC(=O)Nc2ccc3ccccc3c2)cc1
  A: 104	B: 102	C: 107	D: 108	E: 4	F: 112	G: -1	H: 6

C=CCc1cccc(CNc2c(C)n(C)n(-c3ccccc3)c2=O)c1O
  A: 121	B: 111	C: 112	D: 111	E: 0	F: 111	G: -5	H: 2

CN(C(=O)c1ccc2nc(N)sc2c1)c1ccccc1
  A: 98	B: 103	C: 107	D: 109	E: -4	F: 102	G: -3	H: 22

O=C(Cc1cc(=O)oc2cc(O)ccc12)N[C@@H](Cc1c[nH]c2ccccc12)C(=O)O
  A: 96	B: 103	C: 104	D: 111	E: 7	F: 92	G: 15	H: 12

COc1ccccc1CNC(=O)C(NS(=O)(=O)c1ccc2c(c1)OCCO2)C(C)C (stereo unspecified)
  A: 102	B: 102	C: 99	D: 99	E: 3	F: 101	G: 6	H: 0

COc1ccccc1N1CCN(c2nccc(C)n2)CC1
  A: 104	B: 103	C: 100	D: 105	E: 11	F: 98	G: 8	H: 3

In the list so far, these contain a cyano group:
Screens by letter – A = LAP4-GFP MLPCN; B = RPL19A TOR yeast; C = CIT2-GFP yeast; D = MEP2 TOR yeast; E = proCasp3 act; F = AGP1 TOR yeast; G = procasp7 counter; H = AHR act
CCn1c(O)c(C(C#N)=C2N=c3ccccc3=N2)c2ccccc21
  A: 99	B: 106	C: 114	D: 109	E: 15	F: 111	G: -1	H: 17

CC1=C(C#N)C(NC(=O)c2ccc(Cl)cc2)(C(F)(F)F)C(=O)N1 (stereo unspecified)
  A: 95	B: 100	C: 95	D: 104	E: -2	F: 101	G: 4	H: -2
